hERG WT inh = KCNH2 (human, wildtype) channel inhibition; 0.37% of 340,000 active; U2OS, BacMam KCNH2, thallium flux FluxOr; active compounds read low; activity change, % at 1.84 µM; Q12809;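 active means maximum activity change below -70%; inconclusive means maximum activity change between -70% and -50%; inactive means maximum activity change above -50%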
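U2OS cells transduced with wild-type KCNH2 virus are loaded with FluxOr dye for 45 min, and thallium flux is measured in kinetic reads before and after stimulation buffer. Rate constants are normalized to DMSO controls.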
GALK inhibitor = blocks human galactokinase activity; Purified GALK, Kinase-Glo residual ATP luminescence; 0.007% of 270,000 active; P51570; Potency, µM (highest dose often 57.5 µM), for the others: at the highest dose activity change, negative = inhibition, usual class: inhibitors; further: potency means the concentration at half of the fitted maximal effect
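Galactose (100 uM) and ATP (35 uM) were turned over by 5 nM GALK for 1 h at RT. Kinase-Glo Plus then converted the remaining ATP into a luminescent signal.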
BCR signal inh = inhibitors of chronic active B-cell receptor signaling; ABC-DLBCL IkBa-CBG/CBR reporter, luminescence ratio, 4 h; Potency, µM (doses to about 46.1 µM), for the others: top-dose ratio change, negative = lower green/red ratio, most hits filed as inhibitors; 0.05% of 340,000 active; AID 493014; active means well fitted inhibition curve with a large enough effect in the signal ratio, with a control signal flat, not every such curve was filed as active; inconclusive means small, poorly fitted or top-dose-only effect, or effect the other way, or a change in a side signal; the % refers to the signal ratio;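 further: potency means the concentration at half of the fitted maximal effect; plate controls were basal doxycycline-induced cells for no effect and cells given 10 µM MG132 for full effect; MG132 reads +100%, hits lower the ratio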
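Compounds up to 46 uM were incubated four hours with TMD8 cells whose green CBG68 luciferase is fused to IkappaBalpha; red CBR luminescence normalised the signal, and concentration-effect curves were fitted to fusion, red and ratio data.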
PKM2 act = activators of human pyruvate kinase M2 | purified PKM2, Kinase-Glo ATP luminescence, activation; response scale: 0% is enzyme alone, no compound | 0.34% of 260,000 active | P14618 | AID 1631 | Potency, µM (series often up to 57.5 µM), inactives show at the top dose activation, most hits filed as activators; further: potency means the concentration at half of the fitted maximal effect; nearly all actives have a fitted effect of over 55% in size
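Purified hPK-M2 (>95%) run at intermediate activity with 0.1 mM ADP and 0.5 mM PEP in 50 mM imidazole pH 7.2, KCl, MgCl2; 1 h room temperature. ATP formed read by Kinase-Glo luminescence; normalized to uninhibited and no-enzyme controls.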
uPA surface inh = blocks generation of uPA at the cell surface; 0.31% of 330,000 active; cell surface uPA generation assay, qHTS; Potency, µM (series often up to 38.3 µM), inactives show at the highest dose activity change, negative = inhibition, most hits filed as inhibitors; active means well fitted inhibition curve with a large enough effect; inconclusive means small, poorly fitted or top-dose-only effect; inactive means no such curve, though single readings can be large or run the other way; tested in mouse RAW 264.7 cells; further: potency means the concentration at half of the fitted maximal effect; nearly all actives have a fitted effect of over 55% in size
B2AR arrestin = agonists driving beta-arrestin recruitment to human beta2-adrenergic receptor; AID 492947; P07550; beta-arrestin recruitment to beta2AR, cell-based reporter; Potency, µM (highest dose often 46.1 µM), for the others: at the highest dose activation, usual class: activators; 0.02% of 330,000 active;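 further: potency means the concentration at half of the fitted maximal effect; 0% = DMSO controls and full agonism = EC100 isoproterenol or metaproterenol; nearly all actives have a fitted effect of over 65% in size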
Target sequence (P07550 whole entry, looked up): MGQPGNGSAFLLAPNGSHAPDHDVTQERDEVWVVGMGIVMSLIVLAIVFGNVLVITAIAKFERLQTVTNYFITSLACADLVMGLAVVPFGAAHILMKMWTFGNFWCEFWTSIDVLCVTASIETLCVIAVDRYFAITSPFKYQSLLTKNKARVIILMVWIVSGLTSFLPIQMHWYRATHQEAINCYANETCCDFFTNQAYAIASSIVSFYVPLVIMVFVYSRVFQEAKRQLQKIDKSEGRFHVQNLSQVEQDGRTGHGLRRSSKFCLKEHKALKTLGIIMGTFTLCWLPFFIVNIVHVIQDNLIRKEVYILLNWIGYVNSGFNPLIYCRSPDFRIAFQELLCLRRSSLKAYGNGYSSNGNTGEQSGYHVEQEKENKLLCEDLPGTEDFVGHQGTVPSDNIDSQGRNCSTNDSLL
USP2a inh = inhibitors of human ubiquitin-specific protease USP2a; Potency, µM (series often up to 38.3 µM), for the others: at the top dose activity change, negative = inhibition, usual class: inhibitors; O75604; USP2 core, Ub-CHOP2 coupled fluorogenic reporter, 485/531; 0.01% of 330,000 active;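 further: potency means the concentration at half of the fitted maximal effect; plate controls were DMSO wells for no effect and full inhibition by NEM control for full effect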
Target sequence (O75604 whole entry, looked up): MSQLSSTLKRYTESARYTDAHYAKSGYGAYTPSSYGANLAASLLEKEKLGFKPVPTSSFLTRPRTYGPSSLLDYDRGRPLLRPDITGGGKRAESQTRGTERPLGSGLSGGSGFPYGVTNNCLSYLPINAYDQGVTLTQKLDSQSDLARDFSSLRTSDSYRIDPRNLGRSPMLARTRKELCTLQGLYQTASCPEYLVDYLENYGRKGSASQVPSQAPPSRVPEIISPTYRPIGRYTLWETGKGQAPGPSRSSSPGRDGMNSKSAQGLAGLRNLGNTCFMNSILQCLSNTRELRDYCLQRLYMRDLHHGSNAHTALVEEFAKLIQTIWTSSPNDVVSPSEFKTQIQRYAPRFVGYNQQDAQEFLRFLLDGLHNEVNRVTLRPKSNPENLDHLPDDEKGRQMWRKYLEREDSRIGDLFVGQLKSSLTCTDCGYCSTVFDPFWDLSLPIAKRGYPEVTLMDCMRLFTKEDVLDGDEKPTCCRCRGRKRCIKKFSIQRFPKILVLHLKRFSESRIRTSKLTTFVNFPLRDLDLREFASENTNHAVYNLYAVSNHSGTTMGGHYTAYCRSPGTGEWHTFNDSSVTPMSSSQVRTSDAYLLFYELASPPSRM
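USP2 core (10nM final) preincubated 30min RT with compound in 20mM Tris-HCl pH 8.0, 2mM CaCl2, 2mM beta-mercaptoethanol, 0.05% CHAPS; 25nM Ub-CHOP2 plus 25nM reporter substrate added, fluorescence (Ex485/Em531) read after 60min.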
FBPA coupling cs = inhibits coupling enzyme system, counter-screen for aldolase hits | 0.67% of 290,000 active | activity change, negative = inhibition, % at 58.2 µM, hits read low | coupling enzyme system counterscreen, AmpLite Red fluorescence; in the data active means activity change below about -30%
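Activity here indicates interference with the coupling reaction, not aldolase inhibition. Compounds at 57.5 uM final met coupling enzymes for 10 min at RT; substrate and AmpLite Red detection followed, with a 525/598 nm fluorescence read after 20 min.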
KCNH2 3.1 inh = blocks the human KCNH2 3.1 channel isoform; 0.95% of 340,000 active; AID 720553; U2OS KCNH2 3.1, thallium flux FluxOr; active compounds read low; activity change, % (tested at about 1.8 µM);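 active means maximum activity change below -70%; inconclusive means maximum activity change from -70% to -50%; inactive means maximum activity change above -50%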;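 further: thallium influx rate constant from kinetic fluorescence after stimulation buffer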
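Steps: virus added to U2OS suspension (4 h, RT, dark); medium with 10% FBS added, cells plated, 37 C overnight; FluxOr/Red40 loading buffer 45 min RT; stimulation buffer, 2 min kinetic read; rate constant normalized.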
Giardia kill = Giardia lamblia killing. Giardia lamblia trophozoite viability. activity change, % at 7.66 µM, hits read low. 0.15% of 340,000 active; in the data active means activity change below about -80%; inconclusive means between about -30% and that limit;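 further: parasites exposed to compound for two days anaerobically before the ATP read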
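ATP-content bioluminescence gauges trophozoite survival. Cells (100/well) receive compound and incubate anaerobically for 48 hrs at 37 deg C; detection reagent follows for 15-30 min at room temperature.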
Eya2 inh = Eya2 (human) phosphatase inhibition; O00167; recombinant Eya2, OMFP fluorescence dephosphorylation (OMFP is methylfluorescein phosphate); Potency, µM (highest dose often 76.9 µM), for inactives: at the top dose activity, negative = inhibition, hits mostly inhibitors; 0.006% of 330,000 active; further: potency means the concentration at half of the fitted maximal effect
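Eya2 (0.2 uM) preincubated 10 min at ambient with compound, then OMFP substrate added at 50 uM; 10 min reaction in 50 mM HEPES pH 7.5, 50 mM NaCl, 5 uM MgCl2, 0.05% BSA, 1 mM DTT. Fluorescence read at Ex 485/Em 525 nm.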
Starred values were filed as active, the others as inactive; & = joins results of further samples; [ ] = dose if it differs, or a comment. Unless noted, the call rests on the fitted dose curve; in most records, active means well fitted curve in the direction sought with a large enough effect; inconclusive means small, poorly fitted or top-dose-only effect, or another doubt; inactive means no such curve, though single readings can be large; an effect the other way counts as inactive or inconclusive. Unless noted, on the % scale 0 is the no-effect control and ±100 the full control effect.

What do the screens show for `O=C(CCCN1C(=O)/C(=C\c2ccccc2)SC1=S)Nc1ccc(O)cc1`?
hERG WT inh: -1; GALK inhibitor: -3%; BCR signal inh: inconclusive; PKM2 act: 6%; uPA surface inh: -2%; B2AR arrestin: -0.2%; USP2a inh: -2%; FBPA coupling cs: 2; KCNH2 3.1 inh: -22; Giardia kill: 14; Eya2 inh: 3%

What do the screens show for `COC(=O)CNC(c1ccccc1)c1cc(C)ccc1NC(=O)c1cccc(Cl)c1` (stereo unspecified)?
hERG WT inh: -9; GALK inhibitor: 2%; BCR signal inh: inconclusive; PKM2 act: -2%; uPA surface inh: -9%; B2AR arrestin: 4.5%; USP2a inh: 3%; FBPA coupling cs: -3; KCNH2 3.1 inh: inconclusive; Giardia kill: 8; Eya2 inh: 2%

Results for CCOc1ccc(-c2nnc3sc(COc4ccc(Cl)cc4)nn23)cc1 ?
hERG WT inh: 0; GALK inhibitor: 1%; BCR signal inh: 4%; PKM2 act: -2%; uPA surface inh: 6%; B2AR arrestin: -0.6%; USP2a inh: 1%; FBPA coupling cs: 4; KCNH2 3.1 inh: -10; Giardia kill: 2; Eya2 inh: 13%

What do the screens show for `Cc1ccc(CC2SC(=O)NC2=O)cc1Cl` (stereo unspecified)?
hERG WT inh: 20; GALK inhibitor: -2%; BCR signal inh: 6%; PKM2 act: 2%; uPA surface inh: -6%; B2AR arrestin: -0.2%; USP2a inh: 2%; FBPA coupling cs: 2; KCNH2 3.1 inh: 5; Giardia kill: -5; Eya2 inh: -11%

What do the screens show for `N#CCSc1nc2scc(-c3cccs3)c2c(=O)n1CCc1ccccc1`?
hERG WT inh: 5; GALK inhibitor: -2%; BCR signal inh: 14%; PKM2 act: -35%; uPA surface inh: -6%; B2AR arrestin: 0.1%; USP2a inh: -2%; FBPA coupling cs: 0; KCNH2 3.1 inh: 3; Giardia kill: -3; Eya2 inh: 7%

How did O=C(O)CCCNC(=O)C(c1ccccc1)c1ccccc1 do in these assays?
hERG WT inh: 10&-6; GALK inhibitor: 1%&0%; BCR signal inh: 5%&0%; PKM2 act: -12%&-3%; uPA surface inh: 8%&-5%; B2AR arrestin: -0.3%&-0.9%; USP2a inh: 2%&2%; FBPA coupling cs: 3&2; KCNH2 3.1 inh: 11&11; Giardia kill: 6&4; Eya2 inh: -4%&-7%

What do the screens show for `O=C(NCc1nnc(SCc2ccc(F)cc2)n1-c1ccc(F)cc1)C12CC3CC(CC(C3)C1)C2`?
hERG WT inh: 0; GALK inhibitor: -2%; BCR signal inh: -3%; PKM2 act: -1%; uPA surface inh: 5%; B2AR arrestin: 0.3%; USP2a inh: -5%; FBPA coupling cs: 2; KCNH2 3.1 inh: -6; Giardia kill: -3; Eya2 inh: -4%

How did Cc1noc(C)c1S(=O)(=O)N(C)C[C@H]1Oc2ccc(NC(=O)CCC(F)(F)F)cc2C(=O)N([C@H](C)CO)C[C@@H]1C do in these assays?
BCR signal inh: inconclusive; uPA surface inh: 1%; B2AR arrestin: 0.5%; USP2a inh: 3%; Giardia kill: 9; Eya2 inh: -8%

What do the screens show for `O=C(/C=C/c1ccccc1)Oc1cccc(C(=S)N2CCOCC2)c1`?
hERG WT inh: -2; GALK inhibitor: 0%; BCR signal inh: 11%; PKM2 act: 0%; uPA surface inh: 0%; B2AR arrestin: 0.3%; USP2a inh: -1%; FBPA coupling cs: 2; KCNH2 3.1 inh: 7; Giardia kill: 24; Eya2 inh: 3%

Results for CCOCCCNC(=O)C(NC(=O)c1cnccn1)c1ccc(OC)cc1 (stereo unspecified) ?
hERG WT inh: -1; GALK inhibitor: 3%; BCR signal inh: 4%; PKM2 act: 2%; uPA surface inh: -2%; B2AR arrestin: -0.2%; USP2a inh: 0%; FBPA coupling cs: 1; KCNH2 3.1 inh: -1; Giardia kill: -4; Eya2 inh: 11%

Results for O=C(NCCN1CCCC1)C(c1ccccc1)c1ccccc1 ?
hERG WT inh: 30; GALK inhibitor: -9%; BCR signal inh: 0%; PKM2 act: 12%; uPA surface inh: -1%; B2AR arrestin: 0.1%; USP2a inh: 0%; FBPA coupling cs: 1; KCNH2 3.1 inh: -4; Giardia kill: 48[activator]; Eya2 inh: 5%

Results for O=C(NCc1ccco1)C1CC(c2ccc(F)cc2)=NO1 (stereo unspecified) ?
hERG WT inh: 44; GALK inhibitor: 0%; BCR signal inh: inconclusive; PKM2 act: -1%; uPA surface inh: -3%; B2AR arrestin: -0.3%; USP2a inh: 0%; FBPA coupling cs: 0; KCNH2 3.1 inh: 10; Giardia kill: 4; Eya2 inh: 6%

How did COc1ccc(S(=O)(=O)N2CCN(C(=S)Nc3ccc(S(N)(=O)=O)cc3)CC2)cc1 do in these assays?
hERG WT inh: 1; GALK inhibitor: -7%; BCR signal inh: -1%; PKM2 act: 1%; uPA surface inh: 4%; B2AR arrestin: -0.3%; USP2a inh: 0%; FBPA coupling cs: 0; KCNH2 3.1 inh: -3; Giardia kill: 1; Eya2 inh: 18%

Results for COC(=O)c1oc2ccc(Cl)cc2c1-n1cccc1 ?
hERG WT inh: -8; GALK inhibitor: 0%; BCR signal inh: 7%; PKM2 act: 17%; uPA surface inh: -1%; B2AR arrestin: 0.2%; USP2a inh: 0%; FBPA coupling cs: 6; KCNH2 3.1 inh: -4; Giardia kill: 12; Eya2 inh: 13%

Results for CC(=O)Nc1c2c(nn1-c1cccc(Cl)c1)CS(=O)C2 (stereo unspecified) ?
hERG WT inh: 10; GALK inhibitor: 1%; BCR signal inh: 6%; PKM2 act: -9%; uPA surface inh: -16%; B2AR arrestin: -0.2%; USP2a inh: -1%; FBPA coupling cs: 5; KCNH2 3.1 inh: 10; Giardia kill: 0; Eya2 inh: 12%

In the list so far, these have a furan ring, fused or not:
Results for O=C(NCc1ccco1)C1CC(c2ccc(F)cc2)=NO1 (stereo unspecified) ?
hERG WT inh: 44; GALK inhibitor: 0%; BCR signal inh: inconclusive; PKM2 act: -1%; uPA surface inh: -3%; B2AR arrestin: -0.3%; USP2a inh: 0%; FBPA coupling cs: 0; KCNH2 3.1 inh: 10; Giardia kill: 4; Eya2 inh: 6%

Results for COC(=O)c1oc2ccc(Cl)cc2c1-n1cccc1 ?
hERG WT inh: -8; GALK inhibitor: 0%; BCR signal inh: 7%; PKM2 act: 17%; uPA surface inh: -1%; B2AR arrestin: 0.2%; USP2a inh: 0%; FBPA coupling cs: 6; KCNH2 3.1 inh: -4; Giardia kill: 12; Eya2 inh: 13%

Next part
How did COc1ccccc1N1CCN(C(=O)CCNS(=O)(=O)c2ccc(Br)s2)CC1 do in these assays?
hERG WT inh: 4; GALK inhibitor: -5%; BCR signal inh: 0%; PKM2 act: 3%; uPA surface inh: -4%; B2AR arrestin: 0.2%; USP2a inh: -2%; FBPA coupling cs: 2; KCNH2 3.1 inh: 7; Giardia kill: 0; Eya2 inh: -10%

Results for Cc1cc(C)n(-c2ccc(C(=O)OCc3ccccc3)cc2)n1 ?
hERG WT inh: -7; GALK inhibitor: -3%; BCR signal inh: 0%; PKM2 act: -3%; uPA surface inh: 1%; B2AR arrestin: -0.7%; USP2a inh: 3%; FBPA coupling cs: 1; KCNH2 3.1 inh: -2; Giardia kill: 4; Eya2 inh: -7%

What do the screens show for `CC(=O)NC(Cc1cnc[nH]1)C(=O)O` (stereo unspecified)?
hERG WT inh: 13; GALK inhibitor: 8%; BCR signal inh: 7%; PKM2 act: -6%; uPA surface inh: -1%; B2AR arrestin: 0.3%; USP2a inh: 0%; FBPA coupling cs: 2; KCNH2 3.1 inh: 11; Giardia kill: -12; Eya2 inh: -2%

What do the screens show for `Fc1ccc(Oc2nccc(-c3ccc(Cl)cc3)n2)cc1`?
hERG WT inh: -7; GALK inhibitor: -2%; BCR signal inh: 13%; PKM2 act: 10%; uPA surface inh: 0%; B2AR arrestin: -0.2%; USP2a inh: -1%; FBPA coupling cs: -4; KCNH2 3.1 inh: -11; Giardia kill: 0; Eya2 inh: 15%

How did COc1ccc(S(=O)(=O)N(C)c2ccc(C(=O)Nc3ccccc3C(=O)N3CCOCC3)cc2)cc1OC do in these assays?
hERG WT inh: 0; GALK inhibitor: 6%; BCR signal inh: -9%; PKM2 act: -4%; uPA surface inh: -3%; B2AR arrestin: -0.8%; USP2a inh: 0%; KCNH2 3.1 inh: 5; Giardia kill: -5; Eya2 inh: 2%

What do the screens show for `COc1ccc(-c2[nH]ncc2CN2CCC(OCc3cccnc3)CC2)c(F)c1`?
hERG WT inh: 60; GALK inhibitor: 4%; BCR signal inh: inconclusive; PKM2 act: -4%; uPA surface inh: 4%; B2AR arrestin: -0.1%; USP2a inh: -1%; FBPA coupling cs: 2; KCNH2 3.1 inh: 3; Giardia kill: 7; Eya2 inh: -9%
